Mtb RmlCD inh: M. tuberculosis RmlC/RmlD coupled enzyme inhibitors, primary screen, biochemical, compound mixtures, 384-well, from 1536-well plates. RmlC+RmlD coupled enzyme assay, percent inhibition; primary screen in compound mixtures. hit rate 0.03% among 160,000. AID 1533, 2009. inhibition, % at 3.6 µM; in the data active = inhibition mostly above about 34%, no sharp cut-off; inconclusive = no clear call, values can overlap the other calls; inactive = mostly below about 22%; also: some results filed as inactive read as strong as hits
Target sequence (P9WH09 whole entry, looked up): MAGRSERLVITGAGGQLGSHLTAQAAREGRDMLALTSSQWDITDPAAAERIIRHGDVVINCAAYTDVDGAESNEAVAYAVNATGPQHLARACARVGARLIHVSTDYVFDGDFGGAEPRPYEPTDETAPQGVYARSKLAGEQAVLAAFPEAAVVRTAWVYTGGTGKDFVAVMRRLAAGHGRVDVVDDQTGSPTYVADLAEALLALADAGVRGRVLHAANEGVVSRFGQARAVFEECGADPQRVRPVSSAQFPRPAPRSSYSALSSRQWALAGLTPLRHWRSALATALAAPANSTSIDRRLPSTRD
Target sequence (P9WH11 whole entry, looked up): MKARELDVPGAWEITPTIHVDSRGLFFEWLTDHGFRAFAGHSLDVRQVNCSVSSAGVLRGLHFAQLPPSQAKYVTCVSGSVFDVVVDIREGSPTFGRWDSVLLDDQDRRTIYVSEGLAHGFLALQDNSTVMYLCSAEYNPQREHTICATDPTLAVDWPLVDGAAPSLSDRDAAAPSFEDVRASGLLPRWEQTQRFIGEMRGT
GlmU inhibition: inhibition of mycobacterial GlmU enzyme – biochemical, glucosamine-1-phosphate acetyltransferase (AID 1376) | Bifunctional protein GlmU (Mycobacterium tuberculosis (strain ATCC 25618 / H37Rv)) | M. tuberculosis GlmU acetyltransferase enzyme assay; higher % means a stronger effect | inhibition, %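 (tested at 30 µM in the primary screen)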, or IC50 in µM where a hit was titrated | hit rate 0.25% among 220,000; in the data active = inhibition above about 13%; inconclusive = no clear call, values can overlap the other calls;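 also: 0% = complete reaction with vehicle and 100% = reaction without substrate; strong numbers were not always called active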
The depositor's hits bear a star; ? = inconclusive; . = no result given; & = joins results of further samples. A portion of the library; count on the stated rates, not on these rows.

smiles	Mtb RmlCD inh	GlmU inhibition
O=C(NNc1ccc([N+](=O)[O-])cc1)C1CC1c1ccccc1 (centres undefined)	.	3.0%
Cc1nc2cc(NC(=O)CCS(=O)(=O)c3ccccc3)ccc2s1	-10.7	-0.1%
CCc1ccc(N2CC(C(=O)NC3=NCCS3)CC2=O)cc1 (centres undefined)	-9.2	-1.9%
O=C(O)c1cc(-c2cccnc2)nn1-c1ccccn1	.	6.4%
COC(=O)c1ccc2c(c1)N(Cc1ccccc1F)C(=O)c1ccccc1S2=O (centres undefined)	7.1	-1.0%
CC1(C)CC(=O)c2c(Cc3ccccc3)noc2C1	-12.8	-0.4%
CCC(C)NC(=O)c1cc(-c2ccccc2O)on1 (centres undefined)	-8.0	-2.7%
Cc1nc(Cl)sc1C(=O)O	.	-1.5%
O=C(c1cc(COc2c(F)cccc2F)on1)N1CCC(c2ccccc2F)C1 (centres undefined)	.	-4.1%
Cc1ccc(-n2nc(C)c(/C=N/NC(=O)c3cccnc3)c2Cl)cc1	-8.9	-0.7%
COc1ccccc1C(=O)COC(=O)c1ccc(N(C)C)cc1	-6.2	-1.6%
CC(C)(C)N1NC(=O)Nc2ccccc2C1=O	.	12.6%
CCn1c(=S)[nH]c2nc3c(cc2c1=O)CCCC3	44.1	4.9%
CCCS(=O)(=O)N1CCCC(C(=O)NCc2ccco2)C1 (centres undefined)	-1.3	3.1%
C1CCN(C2CCN(c3nc4nonc4nc3N3CCSCC3)CC2)C1	-7.5	-8.1%

Copied from the listing (5 entries):
smiles	Mtb RmlCD inh	GlmU inhibition
CCc1ccc(N2CC(C(=O)NC3=NCCS3)CC2=O)cc1 (centres undefined)	-9.2	-1.9%
O=C(O)c1cc(-c2cccnc2)nn1-c1ccccn1	.	6.4%
COC(=O)c1ccc2c(c1)N(Cc1ccccc1F)C(=O)c1ccccc1S2=O (centres undefined)	7.1	-1.0%
CC1(C)CC(=O)c2c(Cc3ccccc3)noc2C1	-12.8	-0.4%
CCC(C)NC(=O)c1cc(-c2ccccc2O)on1 (centres undefined)	-8.0	-2.7%

Remaining list, next part
smiles	Mtb RmlCD inh	GlmU inhibition
COc1cc2c(cc1NCc1ccc3c(c1)OCO3)oc1ccccc12	.	2.1%
Cn1c(=O)oc2cc(S(=O)(=O)NCc3ccc(C(=O)O)cc3)ccc21	-12.6	0.5%
COc1ccc(N(CC(=O)NCc2ccccc2)C(=O)CCC(=O)Nc2cc(C)ccn2)c(OC)c1	9.5	-3.5%
COC(C[C@@H](O)CC(=O)COCc1ccccc1)OC	.	1.8%
Cc1nn2c(-c3ccccc3)nnc2c2ccccc12	0.7	-1.2%
CCOC(=O)c1c(C)[nH]c(C)c1C(=O)COC(=O)c1ccc(Cl)c(S(N)(=O)=O)c1	.	-8.2%
N#CCCCN1C(=O)C(O)(CC(=O)c2ccc3c(c2)OCCO3)c2ccccc21 (centres undefined)	-5.3	1.1%
N#Cc1cc([N+](=O)[O-])cnc1NCC(O)CO (centres undefined)	.	2.5%
O=C(C1=NNCC1c1ccccc1)C1CO1 (centres undefined)	4.7	0.2%
COc1ccc(N=C2S/C(=C\c3ccc(OC(C)C(=O)O)c(OC)c3)C(=O)N2CCc2c[nH]c3ccccc23)cc1 (centres undefined)	13.8	8.1%
Cc1cc(C)c2c(c1)C1C=CCC1C(c1ccc(S(=O)(=O)N3CCOCC3)cc1)N2 (centres undefined)	4.9	5.3%
O=C(c1cc([N+](=O)[O-])ccc1N1CCOCC1)N1CCCCC1	.	-3.9%
COc1ccc(N(CC(=O)Nc2ccc(C)cn2)S(=O)(=O)c2c(C)noc2C)cc1	.	-1.1%
O=C(CCC(=O)N1CCN(C2CCCC2)CC1)Nc1nnc(C(F)(F)F)s1	.	0.1%
Cc1cc(C)c(S(=O)(=O)N(C)c2ccccc2)c(C)c1	-2.1	1.2%
c1coc(-c2nnc3sc(C4CCCCC4)nn23)c1	82.1	-0.5%
Cc1ccc(C(=O)COC(=O)c2ccc(O)cc2)cc1	.	-3.8%
CN(Cc1ccncc1)C1CC(=O)N(c2ccc(F)cc2)C1=O (centres undefined)	-5.3	5.0%
CC(=O)[C@@]1(O)CC[C@H]2[C@@H]3CCC4=CC(=O)CC[C@]4(C)[C@H]3[C@@H](O)C[C@@]21C	.	-6.8%
COc1ccc(CCC(=O)N2c3ccccc3CC2C)cc1 (centres undefined)	-5.5	1.3%
O=C(NCCCN1CCOCC1)/C(=C/c1cccnc1)NC(=O)c1ccccc1	-0.5	0.1%
O=c1c(C/C=C/c2ccccc2)c(O)nc2n1CCCS2	.	0.2%
Clc1ccc(-c2nnc(N3CCOCC3)o2)cc1	5.0	4.2%
CCOc1ccccc1C(=O)NC(C(=O)Nc1ccccc1N1CCOCC1)C(C)C (centres undefined)	1.8	-0.9%
CC(=O)Nc1ccc(S(=O)(=O)NCCSCc2ccccc2Cl)cc1	.	-1.8%
C/C(=N\NC(=O)C12CCC(C)(C(=O)O1)C2(C)C)c1ccccc1O (centres undefined)	.	1.8%
CCOC(=O)C(C(=O)OCC)C1N=C(N)N=C2Oc3ccccc3N21 (centres undefined)	.	4.2%
COc1ccc(NCc2nnc(SCC(=O)Nc3ccc(OC)cc3)n2C)cc1	-7.5	1.1%
COc1ccc(NC(=S)N(CCCN2CCOCC2)Cc2cn(C)c3ccccc23)cc1	.	-2.7%
OC1/C(=C/c2ccc(Cl)cc2Cl)N2CCC1CC2 (centres undefined)	5.0	-0.3%
COc1cc(/C=C2/CCC/C(=C\c3cc(O)c(OC)c(Cl)c3)C2=O)cc(Cl)c1O	-8.6	2.7%
O=C(CCc1nc2ccccc2s1)Nc1ccccc1	-10.0	1.4%
O=C(N/N=C/c1ccc2c(c1)OCO2)c1sc2cccc(Cl)c2c1Cl	5.6	-6.6%
Cc1ccc(S(=O)(=O)N2CCN(C(=O)CCC(=O)NCCc3ccc(F)cc3)CC2)cc1	22.6	-6.3%
CC(C)Nc1nc(Cl)nc(NC(C)C)n1	.	0.3%
COCCN(CC(=O)Nc1ccc(F)cc1)S(=O)(=O)c1ccc(S(=O)(=O)N2CCCC2)cc1	-11.4	7.1%
COc1cccc2c(=O)n(CC(=O)N3CCCCC3)ccc12	5.0	-7.5%
COc1ccc2c(c1)O[C@@H](c1ccc3c(c1)OCO3)[C@H](OC(=O)Nc1cc(OC)c(OC)c(OC)c1)C2=O	.	3.1%
Cc1cc(NN)nc(NS(=O)(=O)c2ccccc2Cl)n1	-6.9	3.7%
COC(=O)c1ccc(/C=N/NC(=O)c2ccccc2Cl)cc1	.	-4.0%
Cn1c(=O)c2c(SCc3ccccn3)nc(CC(C)(C)C)nc2n(C)c1=O	5.5	4.0%
Cc1ccccc1Cn1nc(C)c(NC(=O)C(F)(F)F)c1C	-46.4	4.6%
Cc1sc2ncnc(NCc3cccnc3)c2c1C	7.0	-3.8%
CCOC(=O)N1CCN(C(=O)COc2ccc(Cl)c(C)c2)CC1	-8.0	0.8%
Cc1nn(CC(=O)N2CCCc3ccccc32)c(C)c1[N+](=O)[O-]	6.5	2.4%
Cc1n[nH]c(=S)n1-c1ccccc1	-2.9	0.1%
O=C(Nc1cccc(F)c1)c1ccccc1	.	-0.7%
Cc1ccc(-c2nnc(SCC(=O)N/N=C/c3ccccc3C(=O)O)n2-c2ccc(Cl)cc2)cc1	-8.7	7.3%
CCn1c(=O)c(C(=O)CN2c3ccccc3CC2C)c(N)n(Cc2ccccc2)c1=O (centres undefined)	17.4	-1.1%
Cn1cnc2cc(NC(=O)c3cccs3)ccc21	-11.7	0.0%
Clc1cccc(-c2cc3nc4c(c(N5CCNCC5)n3n2)CCCC4)c1	.	-7.2%
COc1cc(C2c3sc(=O)[nH]c3SC3C4CCC(C4)C23)ccc1O (centres undefined)	.	-4.1%
Cc1ccc(S(=O)(=O)Nc2ccc(Cl)cc2)cc1NC(=O)Cn1cnc2c1c(=O)n(C)c(=O)n2C	-2.5	-3.7%
C/C(=N/NC(=O)Cc1cccn1C)c1ccccc1	.	2.6%
CCCCN(CC)CCCNC(=O)c1cc2c(=O)n(C)c3ccccc3c2n1C	1.1	0.2%
CCc1ccc(NC(=O)Cn2c(=O)n(CCC(=O)NC3CCN(Cc4ccccc4)CC3)c(=O)c3ccccc32)cc1	.	2.7%
CC1Cc2ccccc2N1C(=O)CN1CCc2ccccc2C1 (centres undefined)	7.6	-1.6%
COc1ccccc1-n1c(-c2ccccc2)c[n+]2c1CCc1ccccc1-2	4.3	0.3%&-9.0%
Cc1ccc(S(=O)(=O)N2CCN(C(=O)CCC(=O)OCC(=O)Nc3cccc(C#N)c3)CC2)cc1	-0.1	3.8%
CC1(c2ccccc2)CC(C)(C)N2C(=O)/C(=C3\SC(=S)NC3=O)c3cccc1c32 (centres undefined)	88.6	-2.1%

Given with each value named: 2 of the compounds above
> Cc1ccc(-c2nnc(SCC(=O)N/N=C/c3ccccc3C(=O)O)n2-c2ccc(Cl)cc2)cc1
  Mtb RmlCD inh: -8.7; GlmU inhibition: 7.3%
> CCn1c(=O)c(C(=O)CN2c3ccccc3CC2C)c(N)n(Cc2ccccc2)c1=O (centres undefined)
  Mtb RmlCD inh: 17.4; GlmU inhibition: -1.1%

(further entries)
smiles	Mtb RmlCD inh	GlmU inhibition
COC(=O)c1sc(S(=O)(=O)Nc2ccc(Br)cc2)c(C(=O)OC)c1C	-7.5	-1.0%
O=C(Nc1ccc(S(=O)(=O)Nc2ncccn2)cc1)C1COc2ccccc2O1 (centres undefined)	-12.6	0.7%
O=C1CCCC2=C1C1(CCCCC1)N=C(Nc1nc3ccccc3s1)N2	7.1	4.0%
COc1ccc(NS(=O)(=O)c2ccc(O)c(C(=O)OCC(=O)NC3CCCCC3)c2)cc1	5.2	-1.2%
CSc1nnc(-c2sc3cc(C(F)(F)F)cnc3c2-c2ccccc2)n1C	-5.4	-5.8%
Cc1cc(C)n2nc(SCC(=O)N3CCC4(CC3)OCCO4)nc2n1	-9.5	2.4%
Cc1ccccc1-n1c2nc(=O)n(C)c(=O)c-2cc2ccccc21	13.3	9.6%
O=C(SCC(O)C(O)CS)c1cccs1 (centres undefined)	.	-1.7%
Cc1sc2ncn(CC(=O)N3CCCCC3)c(=O)c2c1C	-2.0	-7.1%
O=C(NCc1cccnc1)/C(=C/c1ccccc1)NC(=O)c1ccccc1	-5.5	-4.3%
O=C1c2ccccc2C(=O)N1OCc1ccccc1	13.0	2.3%
CCc1ccc2nc(NC(=O)c3ccc(N4C(=O)CCC4=O)cc3)sc2c1	.	1.5%
Cc1cc(SCC(=O)c2ccccc2)nc(SCC(=O)c2ccccc2)n1	7.3	-2.9%
COC(=O)[C@H](C)NC(=O)NC1CCCc2ccccc21 (some centres undefined)	17.9	-1.6%
CC1CN(C(=O)c2ccccc2C(=O)c2ncc[nH]2)CC(C)O1 (centres undefined)	.	-5.6%

(more compounds)
Values in the order – Mtb RmlCD inh	GlmU inhibition
> Nc1nc2n(n1)C(c1ccco1)CC(c1ccc(Cl)cc1)N2 (centres undefined)
  3.6	-1.7%
> O=C(NC1CCCCC1)N1CCN(C2CCCCC2)CC1
  .	-0.9%
> COc1cccc(NC(=O)CCSc2ccc(C)cc2)c1
  -12.1	6.8%
> Cc1cc(OC(=O)c2ccc(S(=O)(=O)N3CCCC3)cc2)c([N+](=O)[O-])c(=O)[nH]1
  -11.8	-3.8%
> COc1ccc(-c2nnc(SC(C)C(=O)Nc3cccc(Cl)c3)o2)cc1 (centres undefined)
  -9.0	2.3%
> COc1ccccc1C/C(N)=N/OC(=O)c1cccc([N+](=O)[O-])c1C
  -11.8	-4.5%
> COCCCNS(=O)(=O)c1ccccc1
  8.2	-1.0%
> Cc1c(NC(=O)/C(C#N)=C/c2c(Oc3ccccc3)nc3ccccn3c2=O)c(=O)n(-c2ccccc2)n1C
  -1.0	-3.7%
> CC1(C)CC(=O)C2=C(C1)NC(Nc1nc3ccccc3o1)=NC21CCCCC1
  4.0	1.9%
> CC(NC(=O)c1nn(C)c(=O)c2ccccc12)c1ccccc1 (centres undefined)
  .	2.0%
> Fc1ccc(NC(=S)N2CCOCC2)cc1Cl
  .	0.8%
> Cc1ccc2c(c1)nnn2C1CCN(C(=O)c2ccccc2F)CC1
  -13.7	2.9%
> Cc1ccc(CSc2nnc(SCC(=O)N/N=C/c3ccccc3OCC(=O)O)s2)cc1
  8.1	-2.0%
> CNCCCCOc1ccccc1Cc1ccccc1
  6.9	-4.7%
> CC(=O)c1c(C)[nH]c(C(=O)OC2CCCCC2=O)c1C (centres undefined)
  -32.5	0.5%
> Cc1ccc(OC(C)C(=O)N=Nc2c(O)[nH]c3ccc([N+](=O)[O-])cc23)cc1 (centres undefined)
  -6.3	-0.9%
> CC(C)SCCCCOc1ccc2ccccc2c1
  .	-2.4%
> CCOC(=O)C(CCCCCCC(NC(C)=O)(C(=O)OCC)C(=O)OCC)(NC(C)=O)C(=O)OCC
  .	-0.8%
> O=C(CCSc1ccccc1)Nc1ccc(S(=O)(=O)Nc2ncccn2)cc1
  3.3	1.6%
> O=C(O)CSc1ncnc2c1oc1ccccc12
  5.7	0.6%
> COc1cc(C)c(S(=O)(=O)N2CCOCC2)cc1C(C)C
  -4.8	1.7%
> COc1cc2[nH]c(=O)n(-c3ccccc3)c(=O)c2cc1OC
  ?	3.6%
> O=C(COc1cccc(NC(=O)c2cccc([N+](=O)[O-])c2)c1)c1ccc(F)cc1
  -4.5	-1.6%
> CN1CCN(NC(=O)Nc2cccc(Cl)c2Cl)CC1
  .	-4.5%
